aGal spleen mod: alpha-galactosidase A (human) modulation | P06280 | human spleen homogenate, 4MU-alpha-Gal fluorescence, 40 min | Potency, µM (series often up to 80 µM), inactives show at the highest dose activity change, negative = inhibition, actives largely listed as inhibitors | 240,000 compounds, 0.008% hits;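 further: 0% = enzyme with vehicle and -100% = no enzyme basal signal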
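qHTS titration in buffer at pH 5.0. Alpha-galactosidase activity in spleen homogenate was measured via 4-methylumbelliferone release from 1 mM fluorogenic substrate after 40 min at 37C and a pH 10 stop. AC50 came from Hill fits of control-normalized data.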
ALDH1A1 inh: ALDH1A1 (human) enzyme inhibition; P00352; Purified ALDH1A1, NADH fluorescence, propionaldehyde substrate; Potency, µM (series often up to 75.3 µM), inactives show at the top dose activity, negative = inhibition, hits mostly inhibitors; 220,000 compounds, 7.3% hits; AID 1030; active means well fitted inhibition curve with a large enough effect, not every such curve was filed as active; inconclusive means small, poorly fitted or top-dose-only effect, or another doubt; inactive means no such curve, though single readings can be large or run the other way;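 further: plate controls were no enzyme wells and a reference inhibitor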
GAA glycogen: GAA glycogen-cleavage inhibition or activation; recombinant GAA, glycogen substrate, Amplex Red glucose oxidase fluorescence; Potency, µM (highest dose often 76.4 µM), for the others: at the highest dose activity change, negative = inhibition, hits mostly inhibitors; 300,000 compounds, 0.38% hits;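 further: 0% = full enzyme reaction and -100% = no-enzyme basal signal; the screen sought inhibitors and activators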
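Recombinant human alpha-glucosidase (4 nM final) hydrolysed bovine liver glycogen (30 ug) for 40 min at 37 C in pH 5.0 citrate/phosphate with 0.01% Tween-20. Released glucose detected by glucose oxidase/Amplex Red, Ex 573/Em 610 nm. Compounds up to 77 uM; AC50 from Hill fits.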
GAA inh: inhibitors of human lysosomal alpha-glucosidase. 200,000 compounds, 0.005% hits. P10253. Potency, µM (top dose mostly 76.9 µM), for inactives: at the highest dose activity change, negative = inhibition, usual class: inhibitors. AID 1466. purified human GAA, 4-MU-alpha-glucoside fluorescence;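 further: plate controls were uninhibited enzyme wells for no effect and no-enzyme background for full effect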
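Compounds are titrated up to 77 uM against 4 nM human enzyme. Substrate 4-methylumbelliferyl-alpha-D-pyranoside (400 uM) reacts 20 min at room temperature in pH 5.0 buffer; liberated 4-methylumbelliferone is read at 440 nm.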
SMN2 splice up: enhancers of SMN2 splice variant expression | 210,000 compounds, 2.8% hits | HEK293 SMN2-luciferase splicing reporter, luminescence, 30-36 h | Potency, µM (doses to about 46.1 µM), for the others: at the top dose activity change, positive = activation, hits mostly activators; further: % of control where 0% means no effect; nearly all actives have a fitted effect of over 55% in size
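HEK293 cells carry an SMN2 minigene-luciferase reporter in which exon 7 inclusion puts luciferase in frame. Cells were seeded at 2000 cells/well, attached for 10-12 hours, then exposed to compounds for 30-36 hours at 37C before ONE-Glo luminescence.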
KDM4E inh: inhibitors of human JMJD2E histone demethylase | B2RXH2 | JMJD2E catalytic domain, FDH-coupled NADH fluorescence (FDH is formaldehyde dehydrogenase) | Potency, µM (doses to about 57.1 µM), for the others: at the top dose activity change, negative = inhibition, usual class: inhibitors | 230,000 compounds, 1.6% hits; active means well fitted inhibition curve with a large enough effect, not every such curve was filed as active; inconclusive means small, poorly fitted or top-dose-only effect, or another doubt; inactive means no such curve, though single readings can be large or run the other way;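 further: 0% = wells with enzyme and -100% = buffer wells without enzyme; nearly all actives have a fitted effect of over 50% in size; many of its hits are not listed in these tables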
Target sequence (B2RXH2 1-337 limits assumed): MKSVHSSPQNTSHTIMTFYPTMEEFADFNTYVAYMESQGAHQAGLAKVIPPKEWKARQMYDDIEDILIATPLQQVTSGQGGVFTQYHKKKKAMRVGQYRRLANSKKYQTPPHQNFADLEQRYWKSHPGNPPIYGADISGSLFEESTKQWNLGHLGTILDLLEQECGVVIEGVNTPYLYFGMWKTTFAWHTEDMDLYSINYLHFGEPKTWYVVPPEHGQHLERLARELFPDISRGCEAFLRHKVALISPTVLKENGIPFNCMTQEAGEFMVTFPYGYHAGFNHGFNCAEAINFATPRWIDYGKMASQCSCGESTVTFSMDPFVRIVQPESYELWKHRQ
GoLoco inh red: inhibitors of human Gai1-RGS12 GoLoco interaction (red fluorophore); Gai1:RGS12 GoLoco peptide FP, rhodamine, 10 min; Potency, µM (top dose mostly 61.6 µM), for the others: at the top dose activity, negative = inhibition, usual class: inhibitors; 230,000 compounds, 0.44% hits; active means well fitted inhibition curve with a large enough effect, not every such curve was filed as active; inactive means no such curve, though single readings can be large or run the other way; further: on the % scale 0 is the no-effect control and ±100 the full control effect; nearly all actives have a fitted effect of over 30% in size; many of its hits are not listed in these tables
Target sequence (P63096 whole entry, looked up): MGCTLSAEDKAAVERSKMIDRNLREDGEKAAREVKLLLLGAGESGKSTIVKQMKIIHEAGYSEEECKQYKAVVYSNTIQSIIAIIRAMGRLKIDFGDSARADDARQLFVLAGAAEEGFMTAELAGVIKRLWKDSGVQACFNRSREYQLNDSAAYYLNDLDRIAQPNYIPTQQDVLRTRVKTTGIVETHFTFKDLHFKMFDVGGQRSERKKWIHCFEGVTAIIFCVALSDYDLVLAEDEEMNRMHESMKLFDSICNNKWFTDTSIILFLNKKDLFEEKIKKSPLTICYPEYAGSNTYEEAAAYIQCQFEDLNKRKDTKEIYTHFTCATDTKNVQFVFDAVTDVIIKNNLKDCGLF
GAA spleen mod: lysosomal alpha-glucosidase (human) modulation; P10253; human spleen homogenate, 4-MU-alpha-glucoside fluorescence; Potency, µM (top dose mostly 79.9 µM), inactives show at the top dose activity change, negative = inhibition, most hits filed as inhibitors; 240,000 compounds, 0.006% hits;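 further: 0% = enzyme with vehicle and -100% = no enzyme basal signal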
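AC50 values come from Hill-equation fits of concentration-response data, normalized to no-enzyme and full-activity controls. Enzyme source: 1 ug human spleen homogenate; 1 mM fluorogenic 4-MU glucoside, pH 5.0 citrate buffer, 37 C, 40 min.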
* hit, by the source's call; ? = inconclusive; / = no result given; [ ] = remark or other dose. Unless noted, the call rests on the fitted dose curve; in most records, active means well fitted curve in the direction sought with a large enough effect; inconclusive means small, poorly fitted or top-dose-only effect, or another doubt; inactive means no such curve, though single readings can be large; an effect the other way counts as inactive or inconclusive. Potency means the concentration at half of the fitted maximal effect. Some of the compounds tested; count on the stated rates, not on these rows.

SMILES | aGal spleen mod | ALDH1A1 inh | GAA glycogen | GAA inh | SMN2 splice up | KDM4E inh | GoLoco inh red | GAA spleen mod
c1cc2nncn2nc1N1CCCC1 | -3% | 16% | 3% | 1% | 1% | 4% | 0% | 3%
O=C(O)c1cc(NCc2ccc(F)cc2)ccc1N1CCOCC1 | -7% | -6% | ? | ? | -11% | 460% | 5% | 1%
CCCN(C(=S)Nc1ccccc1)C1CCS(=O)(=O)C1 (stereo not given) | 2% | -5% | -1% | 6% | -29% | 1% | 6% | 3%
C[C@@]12CCC=C[C@H]1[C@H](c1ccc(C(F)(F)F)cc1)N(Cc1ccccc1)C2=O | 7% | / | -7% | / | / | -6% | 10% | 3%
OCCN(CC#CC(O)(c1ccccc1)c1ccccc1)CCO | -1% | / | 0% | / | / | 9% | 0% | 0%
Cc1nc(NCc2ccco2)c(C#N)c2c1COC(C)(C)C2 | 9% | -5% | 1% | ? | 8% | ? | 9% | 9%
Cc1c(NC(=O)C(=O)/C=C(/O)c2ccccc2)c(=O)n(-c2ccccc2)n1C | -18% | ? | ? | 1% | 25% | -8% | 6% | -15%
Cc1ccc(C(=O)NNC(=O)CSc2nnc(CNc3ccc(F)cc3)n2C)cc1 | 5% | 11% | -14% | 0% | 2% | -2% | -5% | -3%
Cc1cc2cc(CN(Cc3cccs3)Cc3nnnn3CC3CCCO3)c(=O)[nH]c2cc1C (stereo not given) | 4% | ? | 0% | -5% | 29% | ? | 6% | 5%
CCOC(=O)N1CCC(NS(=O)(=O)c2ccc3c(c2)C(C)(C)C(=O)N3C)CC1 | 2% | -13% | -7% | -11% | 1% | -6% | 0% | -14%
CCC(CC)C(=O)Nc1c2cnn(-c3ccccc3)c2nc(=O)n1-c1ccccc1 | -5% | -10% | 2% | -2% | 7% | 11% | 0% | -6%
Cc1ccc(N(CC(=O)NC2CCCC2)C(=O)c2ccc(C)s2)cc1 | -19% | ? | -7% | 6% | -4% | 0% | -15% | -2%
CC(=O)c1cccc(NC(=O)C2(c3ccccc3)CC2(Cl)Cl)c1 (stereo not given) | 3% | 7% | -10% | 10% | -9% | 3% | 9% | 7%
CC(=O)c1cccc(NC(=O)Nc2csc3c2CCCC3)c1 | -9% | 7% | -1% | -9% | / | 3% | 0% | -3%
C[C@H]1Cc2c(COc3ccccc3)nc3c(c2CO1)CN(C(=O)NCc1ccco1)CC3 | 6%[17.5 µM] | -2%[13.5 µM] | / | / | 6%[9.22 µM] | 8%[11.4 µM] | 7%[14.2 µM] | -2%[17.4 µM]
CCn1c2ccccc2c2cc(CN3CCN(Cc4cc(OC)ccc4O)CC3)ccc21 | 1% | 35µM* | 7.9µM* | -15% | / | 18µM* | -12% | -1%
O=C(Nc1ccccn1)c1onc2c1CCCC2 | 5% | -12% | -16% | -5% | 0.71µM* | -5% | -4% | 1%
COC(=O)c1cc2ccccc2oc1=O | 0% | ? | 1% | -9% | / | ? | 9% | 1%
COc1ccccc1NC(=O)CSCc1nc2ccccc2[nH]1 | 0% | 5% | -1% | 2% | 0% | 9% | 10% | 3%
CCC(NC(=O)N(Cc1ccccc1)Cc1ccc2c(c1)OCO2)(C(F)(F)F)C(F)(F)F | -3% | ? | -18% | -12% | 10% | 6% | 0% | 1%
COCCn1c(C)cc(C(=O)COC(=O)c2cc3c(s2)CCC3)c1C | -9% | -3% | 3% | -1% | -8% | ? | 7% | -7%
CC[C@@H](C)[C@H](NS(=O)(=O)c1ccc(C)cc1)C(=O)N1CCC(C(=O)NCC(=O)O)CC1 | -14% | -5% | 2% | 0% | -10% | 4% | 2% | -1%
O=C(CSc1ccc(Cl)cc1)NN=C1CCCCCC1 | -6% | ? | -2% | -6% | 13% | 28% | 1% | /
COc1ccc(Nc2nc(N3CCCC3)c3ccccc3n2)cc1 | 4% | -7% | / | -7% | -26% | -10% | 6% | -2%
CN(CC(=O)NCc1ccco1)S(=O)(=O)c1ccc2c(c1)n(C)c(=O)c(=O)n2C | -2% | -6% | -18% | 3% | -4% | ? | 2% | 0%
CC(NCc1ccc(S(N)(=O)=O)cc1)C(=O)N1c2ccccc2CC1C (stereo not given) | 5% | / | 3% | / | / | ? | -11% | 3%
Cc1ccnc(NS(=O)(=O)c2ccc(NC(=O)c3ccc(S(=O)(=O)N(C)C)cc3)cc2)n1 | 1% | -9% | ? | -1% | 22% | 13% | 0% | 5%
COC(=O)Cc1ccc(NC(=S)N2CCN(C)CC2)cc1 | -4% | 7% | 19% | ? | ? | -5% | 16% | -12%
COCCCNC(=O)c1ccccc1NS(=O)(=O)c1ccc(C)cc1 | -16% | -10% | 4% | ? | / | ? | 4% | -9%
CCSc1cc(C)nc2ncnn12 | 5% | ? | -5% | -4% | -21% | -1% | -13% | 1%
O=C(CCc1ccccc1)NC(=S)Nc1ccccc1Br | 3% | ? | -4% | -7% | -5% | -15% | 8% | 3%
CNC(=S)N/N=C(\C)c1ccc(C(C)(C)C)cc1 | -5% | 6% | -6% | -6% | 2% | 4% | -3% | -13%
CC1Cc2ccccc2N1C(=O)c1cnc2ccccn2c1=O (stereo not given) | 3% | ? | 4% | -16% | -10% | -2% | 4% | 6%
CCC(=O)NC(c1ccc(OC)cc1)c1c(O)ccc2ccccc12 (stereo not given) | ? | -9% | -27% | ? | -16% | ? | 4% | 21%
O=C(/C=C/c1ccco1)NC(=S)Nc1cc(-c2nc3ccccc3s2)ccc1Cl | -12% | 12% | 1% | 2% | 19% | -10% | 78%[activator] | -15%
O=C(CN(CC1CCCO1)C(=O)CCC(=O)Nc1nccs1)NCc1ccccc1 (stereo not given) | 4% | 0% | 4% | 4% | 13% | 4% | 3% | 1%
Cc1cc(-c2n[nH]c(=S)n2/N=C/c2cccc(O)c2)n[nH]1 | 8% | 1% | -15% | 8% | / | 13% | 2% | 10%
C=CCn1c(SCc2c(C(=O)OC)sc(N)c2C(=O)OC)nnc1-c1ccc(Br)cc1 | -3% | 25µM* | -13% | -3% | 1% | -5% | 68%[activator] | -2%
Cc1cc(C)nc(NC2=NCCN2C(=S)Nc2c(C)cccc2C)n1 | 9% | 0% | -4% | 3% | -1% | -11% | -1% | 0%
CC1CCCCN1C(=O)Cn1c(=O)oc2ccccc21 (stereo not given) | 9% | -2% | -3% | -6% | -19% | 10% | 5% | 9%
CC(=O)NS(=O)(=O)c1ccc(NC(=O)c2ccc(Br)o2)cc1 | -14% | -3% | 3% | -8% | 7% | -2% | 5% | -16%
Cc1cc(C)n(S(=O)(=O)c2ccc(Cl)c(Cl)c2Cl)n1 | -1% | 6% | -2% | -6% | -13% | 4% | 2% | -10%
O=C(Nc1cccc(C(F)(F)F)c1)C1CCCN(S(=O)(=O)c2cnc[nH]2)C1 (stereo not given) | -1% | 3% | 5% | -6% | -5% | 3% | -11% | 1%
O=c1oc2c(CN3CCN(CCO)CC3)c(O)ccc2cc1-c1ccccn1 | ? | / | 4% | ? | / | ? | -12% | 25%
Cc1ccc(C(=O)NCCN2CCOCC2)cc1 | 0% | 4% | 4% | 2% | 0% | 1% | 3% | -6%
CCCCC(=O)Nc1ccc(C(N)=O)cc1 | -6% | 7% | 7% | -1% | 0% | 3% | 5% | -6%
CCNc1ncc2nc(-c3cccs3)c(=O)n(C[C@H]3CCCO3)c2n1 | 6% | ? | / | / | / | / | 1% | -3%

Screening data (PubChem)
